S3 lipid droplet – qHTS Assay for Lipid Storage Modulators in Drosophila S3 Cells. Drosophila S3 cells, BODIPY lipid droplet fluorescence, 18-24 h; cells fed with added oleic acid. lipid storage change, negative = inhibition, % at the top dose, mostly 46.1 µM; hits show Potency in µM. 0.64% of 320,000 active; active = well fitted inhibition curve with a large enough effect in the signal ratio, with a control signal flat, not every such curve was filed as active; inconclusive = small, poorly fitted or top-dose-only effect, or effect the other way, or a change in a side signal; the % refers to the signal ratio
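Laser-scanning cytometry quantifies lipid droplet accumulation (500–530 nm total intensity; droplet/cell object ratio) in oleic acid-fed (400 uM added) Drosophila S3 cells treated with a concentration series. 20 uM Triacsin C defined 100% inhibition.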
S3 lipid droplet cell count max – also measured in S3 lipid droplet; calls as there; cell number change, %; measured here: cell count max response;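 cells counted by Cell Tracker Red CMTPX staining in the red channel; peak over a dose series mostly up to 46.1 µM; percent activity relative to internal control wells on each plate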
An asterisk follows results filed as active; i = inactive; ? = inconclusive; nt = not tested or not shown. % is set by controls: 0 for no effect and ±100 for the full control effect; potency is the fitted concentration of half-maximal effect. Not all compounds are listed; count on the stated rates, not on these rows.

no.	SMILES	S3 lipid droplet	S3 lipid droplet cell count max
1	CCCC(C(=O)NC1CCCC1)N(Cc1cccs1)C(=O)c1snc(C(N)=O)c1N (stereo not drawn)	i	-7.2
2	COc1ccccc1C(=O)n1nc(-c2ccccc2)nc1NCc1ccco1	?	nt
3	O=C(COc1cccc2cccnc12)Nc1cccc(S(=O)(=O)N2CCCC2)c1	?	nt
4	COc1ccc(-c2nc(SCc3ccc(C#N)cc3)[nH]c(=O)c2C#N)cc1	17.8%	22.4
5	CCOC(=O)N1CCN(C(=O)c2cccc(-n3c(=S)[nH]c4cc(Cl)ccc4c3=O)c2)CC1	15.4%	-10.1
6	Cc1c(/C=C(\CC(=O)O)c2nc3ccccc3s2)cc(C#N)n1C	?	nt
7	COc1ccc(NC(=O)Nc2cc(C)ccc2OC(F)F)c(OC)c1	?	nt
8	COc1cc(/C=N/NC(=O)c2cccc(NC(=O)c3ccccc3C)c2)ccc1O	?	nt
9	COc1ccc(C2C(C(=O)N3CCN(c4ccccn4)CC3)CC(=O)N2c2ccc(OC)cc2)cc1 (stereo not drawn)	-1.1%	3.5
10	COc1ccc(NC(=O)CSc2nc3ccccc3c(=O)n2CCCN2CCC(C)CC2)c(OC)c1	4.9%	5.3
11	O=C(c1ccccc1C(=O)N1CCN(c2ccccc2F)CC1)N1CCN(c2ccccc2F)CC1	?	nt
12	O=C(CCN1C(=O)/C(=C/c2ccccc2)SC1=S)NNC(=O)c1ccncc1	?	nt
13	Oc1ccc(CNCc2ccc3c(c2)OCO3)c2cccnc12	7.9%	15.0
14	COc1ccc(CCNC(=O)CCSCc2ccccc2F)cc1OC	-12.4%	-17.7
15	COc1ccc(C)cc1NC(=O)CSc1nnc(CC(=O)Nc2ccccc2C)n1C	i	26.5
16	CCOc1ccccc1NS(=O)(=O)c1csc(C(N)=O)c1	?	nt
17	COc1ccc(/C=C/C2=CCN(Cc3ccc(OC)cc3)CC2)cc1	?	nt
18	CC(C)Cn1c(N)c(C(=O)COC(=O)c2cnccn2)c(=O)n(C)c1=O	18.8%	17.5
19	CC(C)N(C(=O)CS(=O)(=O)c1ccc(Cl)c(Cl)c1)C(C)C	?	nt
20	COc1ccccc1CNC(=O)C1CC(c2ccccc2F)=NO1 (stereo not drawn)	9.0%	-12.6
21	COc1ccc(NS(=O)(=O)c2c(C)cc(C)cc2C)cc1	?	nt
22	Cc1ccccc1N1C(=O)C(Oc2ccc(Cl)cc2)C1CNCCCOC(C)C (stereo not drawn)	23.1µM*	-13.5*
23	CNC(=O)/C(C#N)=C/c1c(N2CC(C)OC(C)C2)nc2ccccn2c1=O (stereo not drawn)	15.6%	22.6
24	COc1ccc(C(=O)NC(=S)N(C)Cc2ccccc2)cc1Br	-9.1%	30.1
25	CCc1nc2nc(C)c(NS(=O)(=O)c3ccc(Cl)s3)c(=O)n2[nH]1	?	nt
26	CC1(C)CC(O)(CNCc2ccc3c(c2)OCO3)CCO1 (stereo not drawn)	0.0%	3.7
27	O=C(N/N=C/c1ccc2c(c1)OCO2)C1CC1	18.0%	-7.3
28	O=C(CNS(=O)(=O)c1ccccc1)NCc1ccccn1	-28.3%	nt
29	O=C(CCc1nc2ccccc2c(=O)[nH]1)NCc1cccc(Cl)c1	i	nt
30	Cc1ccc(C(=O)Nc2cccnc2)cc1NC(=O)c1ccco1	?	nt
31	CCOC1=NC(C(=O)O)c2ccccc2/C(=C(/C)Cl)N1 (stereo not drawn)	14.0%	-12.7
32	COC(=O)/C(=C\Nc1ccc(Oc2ccc(F)cc2F)nc1)NC(=O)c1ccccc1	6.1%	-5.1
33	COc1ccc2nc(NC(=O)NC3CCCCC3)sc2c1	?	nt
34	O=C(/C=C/c1ccc2c(c1)OCO2)N1CCN(c2ccc(Cl)cc2)CC1	-0.7%	6.1
35	Cc1cccc(N2CCN(C(=O)CCS(=O)(=O)c3ccc4c(c3)NC(=O)C(C)S4)CC2)c1C (stereo not drawn)	?	nt
36	O=C(N/N=C\c1ccc([N+](=O)[O-])o1)C1COc2ccccc2O1 (stereo not drawn)	?	nt
37	COc1ccc(-c2cc(C(=O)Nc3ccc(F)cc3F)no2)cc1	-3.6%	16.2
38	COc1cccc(NC(=O)COc2cccc3c2CCNC3=O)c1	?	nt
39	CC(=O)c1ccc(N2CCN(C(=S)NCCCN(C)C)CC2)cc1	?	nt
40	O=C(/C=C/c1ccccc1Cl)NNC(=O)c1cccs1	3.9%	nt
41	Cc1ccc(N2CCN(C(=O)c3cccc([N+](=O)[O-])c3)CC2)cc1Cl	?	nt
42	O=c1cnc2cc([N+](=O)[O-])ccc2[nH]1	?	nt
43	CCc1ccc2c(CN3CCN(S(=O)(=O)c4ccc5c(c4)OCCO5)CC3)cc(=O)oc2c1	?	nt
44	CCOC(=O)CN(C)S(=O)(=O)c1ccc(-c2cc(C(=O)OC)sc2C(F)(F)F)cc1	7.3%	10.1
45	CSc1ncc(Cl)c(C(=O)Nc2nnc(SC/C=C/c3ccccc3)s2)n1	?	nt
46	O=C(Nc1ccccc1)N1CCOCC1	-12.7%	-3.2
47	CCOc1ccc(NC(=O)CCC(=O)NNC(=O)COc2ccc(C)cc2Br)cc1	13.0%	-1.4
48	Cc1ccc2nc(N(CCCN(C)C)C(=O)c3ccc(S(=O)(=O)N(C)C)cc3)sc2c1	10.9%	8.1
49	CNC(=O)CC(=O)Nc1ccccc1C(=O)O	-6.0%	1.6
50	Cc1ccc(S(=O)(=O)c2cc3c(=O)n4ccccc4nc3n(Cc3ccco3)c2=N)cc1	?	nt
51	COc1ccc(C(=O)NCCS(=O)(=O)NCc2ccc(F)cc2)cc1	0.6%	-5.4
52	Cc1cccc(-n2ncc3c(N(C)Cc4ccccc4)ncnc32)c1	9.6%	-11.3
53	Cc1ccc(-c2cnc(SCCNC(=O)c3ccco3)[nH]2)cc1	?	nt
54	COCc1c(C(=O)N/N=C(/C)c2cccs2)nnn1-c1nonc1N	?	nt
55	Cc1ccc(N2C(=O)C3CC(c4ccccc4)=C4C5C=CC(C6C(=O)N(c7ccc(C)cc7)C(=O)C56)C4C3C2=O)cc1 (stereo not drawn)	15.8%	1.8
56	Fc1cccc(CSc2nc3ccncc3[nH]2)c1	?	nt

Continued:
no.	SMILES	S3 lipid droplet	S3 lipid droplet cell count max
57	CCOC(=O)C(=CNc1ccccc1N1CCOCC1)C(=O)OCC	?	nt
58	COc1ccc(N(C(=O)c2ccc(S(=O)(=O)N3CCCC3)cc2)C2C=CS(=O)(=O)C2)cc1 (stereo not drawn)	-2.2%	-12.1
59	CCOC(=O)C1(CCc2ccccc2)CCN(Cc2ccn[nH]2)CC1	-9.3%	2.6
60	O=C(C1CC1)N1N=C(c2ccccc2)CC1(O)C(F)(F)C(F)(F)F (stereo not drawn)	?	nt
61	NC(N)=NC(N)=Nc1ccc2ccccc2c1	13.7%	8.9
62	CCOC(=O)n1cc(-c2cnc(CNC(=O)C(C)(c3ccccc3)c3ccccc3)o2)c2ccccc21	?	nt
63	Cc1ccc(OCCCCN2CCc3ccccc3C2)cc1	i	-9.0
64	CCCC(O)(CCC)C(=O)NN(C(=O)OC)c1ccccc1	7.8%	12.3
65	Cn1c(SCC(=O)c2ccccc2)nnc1-c1ccc(O)cc1	i	nt
66	O=C(CSc1nc2ccccc2o1)N1CCN(S(=O)(=O)c2ccc3ccccc3c2)CC1	?	nt
67	Cc1cccc(N(CC(=O)Nc2cccnc2)S(C)(=O)=O)c1	-22.7%	nt
68	CN1CCN(C(=O)CCn2c(=O)c3cccn3c3cccnc32)CC1	-18.5%	17.7
69	Cc1cc(C)cc(C(=O)Nc2ccc(NC(=O)c3cccs3)cc2)c1	-11.0%	17.7
70	CCOC(=O)/C=C(\C)Nc1cc(C)nn1-c1ccccc1	8.4%	-18.1
71	COc1ccc(CCC(=O)NCCOc2ccc(Cl)cc2)cc1	?	nt
72	Cc1cc(C=C2C(=O)c3ccccc3C2=O)c(C)n1-c1ccccc1	-25.0%	6.7

Five of the compounds above, with the structure last:
| No. | S3 lipid droplet | S3 lipid droplet cell count max | SMILES |
| --- | --- | --- | --- |
| 71 | ? | nt | COc1ccc(CCC(=O)NCCOc2ccc(Cl)cc2)cc1 |
| 70 | 8.4% | -18.1 | CCOC(=O)/C=C(\C)Nc1cc(C)nn1-c1ccccc1 |
| 69 | -11.0% | 17.7 | Cc1cc(C)cc(C(=O)Nc2ccc(NC(=O)c3cccs3)cc2)c1 |
| 65 | i | nt | Cn1c(SCC(=O)c2ccccc2)nnc1-c1ccc(O)cc1 |
| 66 | ? | nt | O=C(CSc1nc2ccccc2o1)N1CCN(S(=O)(=O)c2ccc3ccccc3c2)CC1 |

The results go on.
no.	SMILES	S3 lipid droplet	S3 lipid droplet cell count max
73	CCOc1ccc(S(=O)(=O)Nc2ccn(C)n2)cc1	?	nt
74	CCCCCOC(=O)NCCOC(=O)Nc1ccc(C(=O)OCC)cc1	i	nt
75	CC1=C(C(=O)OC(C)C)C(C)NC(=O)N1 (stereo not drawn)	?	nt
76	CCOCc1nnc(NC(=O)c2ccco2)s1	-2.2%	-3.9
77	O=C(CCc1ccccc1)NNC(=O)c1ccco1	0.9%	21.1
78	O=C(CCc1ccccc1)Nc1ccc(NS(=O)(=O)c2ccccc2)cc1	4.3%	3.1
79	O=S(=O)(c1ccc(Cl)cc1)n1cccn1	-6.2%	18.2
80	CNC(=O)CC1C(=O)N(C)C(=S)N1NC(=O)c1ccccc1 (stereo not drawn)	-0.4%	-3.0
81	CCOC(=O)c1c(C)n(C)c2ccc(O)c(CN3CCCCC3)c12	i	3.6
82	COCCCNC(=O)CN(c1cc(Cl)ccc1OC)S(C)(=O)=O	-8.7%	4.0
83	Cc1cc(OCCCn2cnc3ccccc3c2=O)ccc1[N+](=O)[O-]	20.5%	0.1
84	CC(C)(C)c1ccc(-c2nnc(SCC(=O)O)n2N)cc1	?	nt
85	CC(=O)c1ccc(OCC(=O)NC2CCS(=O)(=O)C2)cc1 (stereo not drawn)	?	nt
86	COc1ccc(S(=O)(=O)N(CC(=O)NCc2ccccn2)c2ccc(Cl)cc2)cc1	i	-4.6
87	CCOCCn1c(=NC(=O)c2cc(Cl)sc2Cl)sc2cc(S(N)(=O)=O)ccc21	?	nt
88	O=C(NNC(=O)C1CCC1)c1cccc(Cl)c1	?	nt
89	CC(C)C[C@H](NC(=O)[C@@H]1Cc2c([nH]c3ccccc23)C2c3ccccc3C(=O)N21)C(=O)NCC1CCCO1 (stereo partly drawn)	?	nt
90	COc1ccccc1-n1cnc2cc(C(=O)NC3CCCC3)ccc21	7.5%	2.2
91	COc1ccc(NC(=O)C(c2cc3c(cc2[N+](=O)[O-])OCO3)N(C)C)cc1 (stereo not drawn)	24.3%	nt
92	COc1ccccc1NC(=O)CC(=O)CSc1nnc(-c2ccc(C)cc2)n1-c1ccccc1	9.0%	8.0
93	Cc1ccc(-c2noc(CCC(=O)N3CCCC3)n2)cc1	?	nt
94	C=CCn1c(SCC(=O)NC(=O)NCc2ccco2)nc2sc(C)c(C)c2c1=O	?	nt
95	CCN(CC(=O)NC1CCS(=O)(=O)C1)S(=O)(=O)c1ccccc1 (stereo not drawn)	-6.5%	8.9
96	COc1ccc(S(=O)(=O)N(CC(=O)NCc2ccncc2)c2cc(C)cc(C)c2)cc1OC	?	nt
97	Cc1cc(=O)oc2cc(OCC3CC(c4ccccc4)=NO3)ccc12 (stereo not drawn)	?	nt
98	Cc1cc(NS(=O)(=O)c2ccc(NC(=O)c3cccnc3)cc2)nc(C)n1	?	nt
99	COC(=O)C1C2C=CC(C3CC23)C1C(=O)OCC(=O)c1ccc(OC)cc1 (stereo not drawn)	15.9%	-4.4
100	COc1ccc2nc(Cl)cc(Cl)c2c1	1.0%	-1.0
101	O=C(O)C(Nc1nc(C(F)(F)F)nc2ccccc12)c1ccccc1 (stereo not drawn)	?	nt
102	CCc1ccc(NS(=O)(=O)c2cc3c(cc2C)n(C)c(=O)c(=O)n3C)cc1	?	nt
103	O=C(COC(=O)c1ccc(F)cc1)NCc1ccc(F)cc1	?	nt
104	CCCNc1c(NS(=O)(=O)c2cccs2)c(=O)oc2ccccc12	-18.5%	-9.9
105	Nn1c(Cc2cccc3ccccc23)nnc1SCc1ccccc1Cl	?	nt
106	N#CC1(Cc2ccc(Cl)cc2)c2ccccc2C=CN1C(=O)c1ccccc1 (stereo not drawn)	?	nt
107	CCc1c(C)nc(N)nc1Cl	-2.6%	-1.2
108	COc1ccccc1NC(=O)N1CCCC1C(=O)NCc1ccc(F)cc1 (stereo not drawn)	?	nt
109	C/C(=N\NC(=S)NCc1ccccc1)c1ccc2ccccc2c1OC(F)F	i	nt
110	CC(=O)c1cc(CN2CCN(C3CCCCC3)C(CCO)C2)cs1 (stereo not drawn)	-5.3%	16.3
111	CCOc1ccc(Nc2cc(=O)[nH]c(=O)[nH]2)cc1	?	nt
112	CCOCc1cc(CN2CCC(CCC(=O)NC3CC3)CC2)ccc1OC	?	nt
113	O=C(CNC(=O)c1ccco1)N=Nc1c(O)[nH]c2ccc([N+](=O)[O-])cc12	1.03µM*	26.6*
114	CCOC(=O)c1sc2nc(CSc3ccccc3Cl)[nH]c(=O)c2c1C	-6.3%	-21.4
115	Cc1cc(=O)oc(C)c1C(=O)NCCN1CCOCC1	?	nt

Compound activity: PubChem, National Center for Advancing Translational Sciences (NCATS)
